Compound activity (PubChem)
PAFAH2 FP inh – PAFAH2 enzyme inhibitors, primary screen, biochemical, fluorescence polarization, human; Platelet-activating factor acetylhydrolase 2, cytoplasmic (Homo sapiens), Q99487; recombinant PAFAH2, FP-rhodamine activity probe; inhibition, % at 3.39 µM; 340,000 tested, 0.99% active; AID 492956, 2010;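 active = inhibition above the mean over all tested compounds plus 3 SD, cut at about 30% in these data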;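 also: inhibitors block probe labeling of enzyme so polarization drops; 0% = enzyme with DMSO and 100% = wells lacking PAFAH2 protein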
pPAFAH inh – pPAFAH enzyme inhibitors, primary screen, biochemical, fluorescence polarization, human. AID 463082, 2010. recombinant pPAFAH, FP-rhodamine probe fluorescence polarization. 330,000 tested, 1.5% active. inhibition, % at 3.39 µM;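 active = inhibition above the mean inhibition across the screen plus 3 SD, cut at about 25% in these data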;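 also: inhibitors block binding of the rhodamine activity-based probe so polarization drops; 0% = enzyme with DMSO and 100% = wells lacking pPAFAH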
Target sequence (Q13093 whole entry, looked up): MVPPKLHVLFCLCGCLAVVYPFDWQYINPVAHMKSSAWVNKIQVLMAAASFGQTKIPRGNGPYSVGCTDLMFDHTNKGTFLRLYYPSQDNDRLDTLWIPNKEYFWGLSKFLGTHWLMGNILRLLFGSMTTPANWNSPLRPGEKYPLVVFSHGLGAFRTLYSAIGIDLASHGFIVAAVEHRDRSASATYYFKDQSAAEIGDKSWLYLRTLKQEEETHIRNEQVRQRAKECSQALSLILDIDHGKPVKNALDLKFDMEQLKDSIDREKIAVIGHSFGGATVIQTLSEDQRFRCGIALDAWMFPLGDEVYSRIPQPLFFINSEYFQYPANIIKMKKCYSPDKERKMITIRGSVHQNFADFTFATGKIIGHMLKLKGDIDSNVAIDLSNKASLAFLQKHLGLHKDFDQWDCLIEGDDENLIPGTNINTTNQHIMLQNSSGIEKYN
LYPLA2 inh – LYPLA2 inhibitors, primary screen, counter-screen for PME1 inhibitor project, biochemical, fluorescence polarization, FP-Rh probe ABPP. Acyl-protein thioesterase 2 (Homo sapiens), O95372. recombinant LYPLA2. inhibition, % at 5.9 µM. 320,000 tested, 0.38% active. AID 2177, 2009;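 active = inhibition above the screen-wide mean plus 3 SD, limit set per campaign, cut at about 26% in these data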;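 also: 0% = LYPLA2 with DMSO and 100% = wells lacking LYPLA2 enzyme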
Target sequence (O95372 whole entry, looked up): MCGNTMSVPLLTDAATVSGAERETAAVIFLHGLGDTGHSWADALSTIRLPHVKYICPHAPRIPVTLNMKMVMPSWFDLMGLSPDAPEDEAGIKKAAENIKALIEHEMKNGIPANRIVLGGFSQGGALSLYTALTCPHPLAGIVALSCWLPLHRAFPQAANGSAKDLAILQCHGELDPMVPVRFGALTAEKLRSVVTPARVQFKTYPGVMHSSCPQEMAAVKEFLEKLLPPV
GSTO1 inh – inhibitors of recombinant GSTO1, primary screen, counter-screen for RBBP9 inhibitor project, biochemical, fluorescence polarization. activity-based probe fluorescence polarization. 300,000 tested, 1.1% active. AID 1974, 2009. Glutathione S-transferase omega-1 (Homo sapiens), P78417. inhibition, % at 5.96 µM;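 active = inhibition above the campaign mean inhibition plus 3 SD, cut at about 35% in these data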;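 also: 0% = GSTO1-1 with DMSO and 100% = wells lacking GSTO1-1 enzyme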
Target sequence (P78417 whole entry, looked up): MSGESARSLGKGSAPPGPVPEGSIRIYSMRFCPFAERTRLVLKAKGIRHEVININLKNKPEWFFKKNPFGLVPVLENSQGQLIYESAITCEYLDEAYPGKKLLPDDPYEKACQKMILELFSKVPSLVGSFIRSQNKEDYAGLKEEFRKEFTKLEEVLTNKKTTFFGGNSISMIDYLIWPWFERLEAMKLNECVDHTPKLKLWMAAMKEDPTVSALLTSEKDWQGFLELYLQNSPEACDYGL
LYPLA1 counter – LYPLA1 inhibitors, primary screen, counter-screen for PME1 inhibitor project, biochemical, fluorescence polarization, FP-Rh probe ABPP; recombinant LYPLA1; Acyl-protein thioesterase 1 (Homo sapiens), O75608; 320,000 tested, 0.16% active; AID 2174, 2009; inhibition, % at 5.9 µM;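 active = inhibition above the mean of all tested compounds plus 3 SD, set per campaign, cut at about 14% in these data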;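 also: inhibitors block serine hydrolase probe labeling of LYPLA1 so polarization falls; 0% = enzyme with DMSO and 100% = wells lacking LYPLA1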
PAFAH1B2 inh – PAFAH1B2 enzyme inhibitors, primary screen, biochemical, fluorescence polarization, human | inhibition, % at 3.39 µM | Platelet-activating factor acetylhydrolase IB subunit alpha2 (Homo sapiens), P68402 | recombinant PAFAH1B2, FP-rhodamine activity probe | 340,000 tested, 1.2% active;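 active = inhibition above the mean of all tested compounds plus 3 SD, cut at about 24% in these data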;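 also: 0% = enzyme with DMSO and 100% = wells lacking PAFAH1B2; many of its hits are not listed in these tables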
PME-1 inh – PME-1 inhibitors via competitive probe labeling, primary screen, biochemical, fluorescence polarization, FP-Rh probe, HTS; recombinant PME-1; inhibition, % at 5.9 µM; 320,000 tested, 0.53% active; AID 2130, 2009;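 active = inhibition above the campaign mean of all compounds plus 3 SD, cut at about 26% in these data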;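 also: competitive labeling of PME-1 active site by serine hydrolase directed probe; 0% = PME-1 with DMSO and 100% = wells lacking PME-1 enzyme; inhibitors block probe labeling so polarization falls and inhibition rises; many of its hits are not listed in these tables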
PAFAH1B3 FP inh – PAFAH1B3 enzyme inhibitors, primary screen, biochemical, fluorescence polarization, human; AID 492972, 2010; 340,000 tested, 0.28% active; recombinant PAFAH1B3, FP-rhodamine probe; Platelet-activating factor acetylhydrolase IB subunit alpha1 (Homo sapiens), Q15102; inhibition, % at 3.39 µM;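 active = inhibition above the screen-wide average of all tested compounds plus 3 SD, cut at about 25% in these data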;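 also: 0% = enzyme with DMSO only and 100% = wells lacking PAFAH1B3 protein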
PAD4 inh – human PAD4 inhibitors, primary screen, biochemical, fluorescence polarization, 1536-well format. recombinant PAD4, RCA probe fluorescence polarization. 330,000 tested, 0.41% active. Protein-arginine deiminase type-4 (Homo sapiens), Q9UM07. inhibition, % at 6.36 µM;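 active = percent inhibition above a cutoff equal to the mean of all tested compounds plus 3 SD, cut at about 15% in these data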;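 also: 0% = PAD4 with RCA probe and DMSO and 100% = probe without PAD4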
The depositor's hits bear a star; · = no result given. Only part of the results is shown. The share of hits here may be higher or lower than overall.

SMILES	PAFAH2 FP inh	pPAFAH inh	LYPLA2 inh	GSTO1 inh	LYPLA1 counter	PAFAH1B2 inh	PME-1 inh	PAFAH1B3 FP inh	PAD4 inh
CCN(CC)CCN1C(=O)C(=O)/C(=C(/O)c2ccc(S(=O)(=O)N3CCOCC3)cc2)C1c1ccc(C)cc1 (configuration not stated)	3	6	5	-1	0	1	-6	8	-5
Cc1ccn2cc(-c3ccc(Br)cc3)nc2c1	-1	0	0	9	-1	7	0	-5	-2
O=c1c(Cl)c(O)c2cccc3c4ccccc4n1c23	13	9	0	-3	2	6	-1	20	-6
COc1ccc([C@H]2CC(=O)C=C(c3ccccc3OC)C2)cc1OC	6	0	4	·	-2	0	14	0	0
CCCCn1c(N)c(N(CCOC)C(=O)c2ccc(-c3ccccc3)cc2)c(=O)[nH]c1=O	-4	8	8	-2	3	2	-1	2	-7
O=C(CNC(=O)c1ccc(-c2ccccc2)cc1)OCc1c(F)cccc1Cl	5	7	4	-5	2	12	3	8	1
O=C(NCCNc1ccc([N+](=O)[O-])cc1)c1cc(F)c(F)cc1Cl	·	4	3	5	1	·	0	·	3
Cc1nnc(NC(=O)c2ccc3c(c2)C(=O)N(CCC(C)C)C3=O)s1	0	4	4	5	-3	3	2	3	2
CCOC(=O)COn1c(SCC(=O)OCC)nc2ccccc2c1=O	6	3	-4	11	-2	-1	-2	1	-4
CCOC(=O)C1C(=O)OC(C)(C)C1C(C)C(=O)c1ccccc1 (configuration not stated)	5	1	-3	0	-4	2	0	-1	-1
C=CCn1c(=O)c2c3c(sc2n2c(Nc4ccc(C(=O)OCC)cc4)nnc12)CCCC3	-5	-4	-3	4	-4	3	-5	0	-4
Cc1cc(C)cc(CSCC(=O)NN=C2CCCCCC2)c1	-6	-2	-7	7	-7	-1	-7	-7	1
Cc1c(OCC(=O)NCc2ccncc2)ccc2c3c(c(=O)oc12)CCCC3	3	-3	1	2	1	-5	-9	4	0
CCC1CCc2c(c3ccccc3[nH]c2=O)O1 (configuration not stated)	9	3	4	5	2	1	7	2	-1
CN(CC(=O)Nc1ccc(N2CCOCC2)cc1)C(=O)CC(c1ccccc1)c1ccccc1	-5	1	-1	7	-1	-1	6	1	-4
CN1CCN(c2ccc(Cl)cc2NC(=O)/C=C/c2ccc(F)cc2)CC1	-1	-10	-7	12	-1	-1	-1	-6	-7
Cn1c(=O)c2[nH]c(N=NNc3ccccc3F)nc2n(C)c1=O	5	2	2	14	1	3	-3	-1	1
CCC(C)Sc1ccc([C@@H]2[C@H]3C(=O)N(CC)C(=O)[C@H]3[C@]3(C(=O)OC)CCCN23)cc1OC (some centres not stated)	2	-1	-5	-3	-3	2	-9	-6	-4
COCCCn1c(SCC(=O)NC(C)(C)C)nnc1-c1ccccc1	-2	-7	0	0	-1	0	-7	-7	2
Cc1ccc(CN2CCN(c3ccccc3)CC2)o1	3	5	-4	-4	-5	4	1	16	-4
COCC(C)NC(=O)c1cc(-c2ccc(O)cc2)on1 (configuration not stated)	-1	-3	-2	-6	-5	-1	-4	4	-1
COc1ccc(OCC(=O)N2CCc3ccccc3C2)cc1	-3	2	-1	-5	-2	2	2	5	-3
O=C(OCC(=O)N1CCCCCC1)c1ccc(Br)c(S(=O)(=O)N2CCOCC2)c1	9	5	·	·	·	6	·	11	-1
O=C(Cn1c(=O)cnc2ccccc21)NNC(=O)c1ccc(Cl)cc1	-6	1	-1	·	0	3	-5	-4	3
CN=C1C=C/C(=N/N=c2\ccn(O)cc2C)C=C1C	-4	3	-19	5	-1	2	-11	-3	-8
CCOC(=O)NC(=O)C(=CNc1ccccc1C)C(=O)NC(=O)OCC	-6	5	6	0	6	0	1	-2	-2
Cc1ccc(C(=O)N(c2ccccc2)C2CC(C)N(C(=O)c3ccco3)c3ccccc32)cc1 (configuration not stated)	3	1	3	-4	0	0	2	6	-2
Cc1cc(F)ccc1S(=O)(=O)N1CCCOC1CNC(=O)C(=O)NCc1ccccn1 (configuration not stated)	-4	1	0	2	2	-1	7	3	0
N=c1c(S(=O)(=O)c2ccc(Cl)cc2)cc2c(=O)n3ccccc3nc2n1CCc1ccccc1	-6	-3	1	8	0	0	-2	-6	-3
Cc1ccc(-n2ncc(C(=O)NCC3CCN(C4CCCC4)C3)c2C2CCN(C(=O)OC(C)(C)C)CC2)cc1 (configuration not stated)	-3	-2	-5	-1	-1	0	-1	14	-3
Cc1ccc(C(=O)Nc2ccccc2[N+](=O)[O-])cc1S(=O)(=O)N1CCOCC1	4	1	2	3	-1	3	-3	6	-1
COC(=O)c1cc(C#N)c(NCc2ccc(Cl)cc2Cl)nc1C	0	4	4	4	0	6	-2	2	-2
CC1(C(=O)CSc2ncn[nH]2)CCC(=O)O1 (configuration not stated)	·	2	0	6	-3	·	-6	·	-5
CCOC(=O)c1c(NC(=O)C[n+]2ccccc2)sc2c1CCCC2	-3	0	0	3	0	0	-1	7	0
CCN(CC)S(=O)(=O)c1cc(OCC(N)=O)c(C)cc1Cl	-9	2	1	-6	0	-1	-4	9	-1
O=C(O)c1cccn2c(=O)c3ccccc3nc12	8	-2	-5	23	0	4	0	10	-3
Oc1c(Br)cc(/C=N/Nc2ccc(Cl)nn2)cc1Br	33*	52*	3	15	5	16	12	28*	-4
O=S(=O)(NCCc1csc(-c2ccccc2)n1)c1ccc2c(c1)OCCO2	10	-1	-9	14	-2	17	-3	4	1
COc1cccc(CN=c2c([N+](=O)[O-])nn(-c3ccccc3C)n2O)c1	2	9	-6	5	0	5	-3	0	0
CCCCCOC(=O)c1ccc(NC(=O)c2cccc(NC(=O)c3ccccc3C(=O)O)c2)cc1	1	8	4	-39	-5	3	-15	4	2
Cc1c(N2CCCC2)cc2c(c1NC(=O)c1ccccc1Cl)C(C)(C)CC2(C)C	-8	8	-8	-10	-6	-1	2	-3	-15
CN1CCN(C2=Cc3cc(Cl)ccc3Sc3cc(F)ccc32)CC1	2	16	2	1	4	-1	2	8	4
Cc1cccc(-n2nnc(C(=O)NCc3ccccn3)c2N)c1	6	-4	-4	3	-1	2	-3	9	1
CCSc1nnc(NC(=O)C(C(F)(F)F)C(F)(F)F)s1	5	-4	6	38*	8	9	-5	8	-5
CCN(CC)S(=O)(=O)c1cc(C(=O)O)ccc1OC	7	2	5	6	-1	-1	4	5	0
C=CCNC(=S)Nc1ccc(Cl)cc1	-2	1	0	8	1	-2	-4	2	-3
CC1(C)OC(=O)N(NCc2ccccc2)C1(C)O (configuration not stated)	-5	4	5	2	-1	9	0	4	3
CCc1ccc(NCCC(=O)c2ccc(Br)cc2)cc1	-2	-3	8	-4	1	2	-4	-2	-2
CCC1(c2ccccc2)NC(=S)N(c2cccc(C)c2C)N1 (configuration not stated)	1	3	0	3	-4	-2	3	2	4
COc1ccc(OC)c(NC(=O)C2CCCN(S(=O)(=O)c3c(C)nn(C)c3C)C2)c1 (configuration not stated)	-3	13	1	6	-1	4	1	2	-3

(next part)
SMILES	PAFAH2 FP inh	pPAFAH inh	LYPLA2 inh	GSTO1 inh	LYPLA1 counter	PAFAH1B2 inh	PME-1 inh	PAFAH1B3 FP inh	PAD4 inh
COc1cc(/C=C2/C(=O)NN(c3ccc(F)cc3)C2=O)cc([N+](=O)[O-])c1O	12	9	1	19	-1	9	4	16	-2
Cn1cnnc1SCC(=O)Nc1ccc2c(c1)CCC2	3	6	3	4	2	-5	-4	4	-4
COc1ccc(C2/C(=C(/O)c3ccccc3)C(=O)C(=O)N2c2ccccn2)cc1 (configuration not stated)	-2	4	-3	8	1	4	2	-4	-5
CC1(c2nnc(Cc3ccccc3)o2)CC(c2ccc(OC(F)(F)F)cc2)=NO1 (configuration not stated)	-6	1	5	-2	3	2	1	12	-4
CCOC(=O)c1cnc(SCC(=O)OCC(=O)NC2CCS(=O)(=O)C2)nc1N (configuration not stated)	3	-1	3	-4	1	8	0	2	-3
CCOc1ccc(CNS(=O)(=O)c2c(C)nc3scc(C)n3c2=O)cc1OC	-2	6	-2	6	-4	2	-1	0	-1
CC(C)C(=O)Nc1nnc(SCC(=O)Nc2ccc3c(c2)OCCO3)s1	2	-1	6	8	-1	-1	-6	8	-3
CCCNC(=O)c1ccccc1NC(=O)COc1ccc(OC)cc1	-2	-2	-1	8	-2	7	-72	2	1
O=C(Cc1cccs1)N(c1ccc(Cl)cc1)C1C=CS(=O)(=O)C1 (configuration not stated)	19	8	-4	-3	-2	5	9	-1	1
Cc1cc(C)nc(SC2CC(=O)N(c3ccc(C)c(C)c3)C2=O)n1 (configuration not stated)	-5	2	1	1	-1	2	-3	5	0
O=C(CN1C(=O)/C(=C2/SC(=S)N(CCS(=O)(=O)O)C2=O)c2ccccc21)Nc1cccc(C(F)(F)F)c1	-6	3	·	·	·	-2	·	3	0
O=C(Nc1ccc(Cl)cn1)C1CCN(S(=O)(=O)c2cccs2)CC1	-5	-3	-2	6	0	-3	9	11	-1
COc1ccc(CNC(=O)C2CCN(S(=O)(=O)c3cccnc3)CC2)cc1	-10	-2	-1	1	-5	2	3	0	-3
CN(C)CCNC(=O)c1sc2cccc(F)c2c1Cl	1	3	5	-3	0	5	-3	6	-5
O=C(/C=C/c1cccnc1)c1ccccc1O	-3	7	6	-7	3	1	0	5	4
CC(C)C(=O)NC(NC(=S)NC1CCS(=O)(=O)C1)C(Cl)(Cl)Cl (configuration not stated)	8	1	-4	6	-5	-2	1	5	3
COc1ccc(/C=N/NC(=O)CN2CCSCC2)c(OC)c1	1	-5	-6	-1	1	-3	1	12	-5
CN1CCN(c2nc3c(c(=O)n(C)c(=O)n3C)n2Cc2ccc(Cl)cc2)CC1	2	-5	-4	7	2	-1	-4	5	-7
CCN(C(=O)COC(=O)/C=C/c1ccco1)C1CCCCC1	2	5	·	·	·	-2	·	-1	3
Nc1c(C(=O)O)sc2nc(-c3ccccc3)cc(-c3ccc(F)cc3)c12	-4	7	0	-20	1	-9	-3	3	-6
CCN(CC(=O)NCc1ccc(F)cc1)C(=O)COc1ccccc1[N+](=O)[O-]	-7	1	·	·	·	0	·	-1	-2
CCOc1ccc(/C=N/NC(=O)C(=O)NCc2ccco2)cc1	-5	4	-2	3	-3	-1	-2	6	-1
Cc1nn(Cc2ccccc2)c(C)c1C(=O)NCCN1C(=O)S/C(=C\c2ccccc2)C1=O	2	1	8	0	2	4	-1	6	4
CC1(C)C(=O)Nc2ccccc2N1C(=O)COC(=O)C12CC3CC(CC(O)(C3)C1)C2	0	5	-3	8	-3	7	4	-13	-3
CCOC(=O)c1c(NC(=O)/C=C/C(=O)O)sc(C)c1-c1ccc(Cl)cc1	-3	44*	-4	-63	-4	2	-3	2	2
